Screens (PubChem)
GAA inh = inhibitors of human lysosomal alpha-glucosidase; Potency, µM (titrated, usually from 76.9 µM), without a hit: top-dose activity change, negative = inhibition, usual class: inhibitors; AID 1466; hit rate 0.005% among 200,000; purified human GAA, 4-MU-alpha-glucoside fluorescence; P10253;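 further: plate controls were uninhibited enzyme wells for no effect and no-enzyme background for full effect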
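Enzyme (4 nM final) mixed with compound (up to 77 uM), then 4-MU-alpha-D-pyranoside (400 uM final) added; 20 min at room temperature, pH 5.0. Reaction stopped at pH 10, fluorescence read, AC50 derived by Hill fit.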
ALDH1A1 block = ALDH1A1 (human) enzyme inhibition. hit rate 7.3% among 220,000. P00352. Purified ALDH1A1, NADH fluorescence, propionaldehyde substrate. Potency, µM (series often up to 75.3 µM), for inactives: top-dose activity, negative = inhibition, usual class: inhibitors. AID 1030; active means well fitted inhibition curve with a large enough effect, not every such curve was filed as active; inconclusive means small, poorly fitted or top-dose-only effect, or another doubt; inactive means no such curve, though single readings can be large or run the other way;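 further: plate controls were no enzyme wells and a reference inhibitor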
GLA spleen mod = alpha-galactosidase A (human) modulation; P06280; human spleen homogenate, 4MU-alpha-Gal fluorescence, 40 min; Potency, µM (series often up to 80 µM), for inactives: top-dose activity change, negative = inhibition, hits mostly inhibitors; hit rate 0.008% among 240,000; AID 2107;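 further: 0% = enzyme with vehicle and -100% = no enzyme basal signal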
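Inhibition or activation of alpha-galactosidase in human spleen homogenate is scored by 4-MU fluorescence after 40 min at 37C, pH 5.0, with 1 mM substrate. AC50s come from concentration-response fitted to the Hill equation.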
GoLoco inh red = RGS12 GoLoco-Gai1 interaction inhibition. P63096. Gai1:RGS12 GoLoco peptide FP, rhodamine, 10 min. Potency, µM (doses to about 61.6 µM), for the others: at the top dose activity, negative = inhibition, usual class: inhibitors. hit rate 0.44% among 230,000. AID 880; active means well fitted inhibition curve with a large enough effect, not every such curve was filed as active; inactive means no such curve, though single readings can be large or run the other way; further: on the % scale 0 is the no-effect control and ±100 the full control effect; nearly all actives have a fitted effect of over 30% in size; many of its hits are not listed in these tables
Target sequence (P63096 whole entry, looked up): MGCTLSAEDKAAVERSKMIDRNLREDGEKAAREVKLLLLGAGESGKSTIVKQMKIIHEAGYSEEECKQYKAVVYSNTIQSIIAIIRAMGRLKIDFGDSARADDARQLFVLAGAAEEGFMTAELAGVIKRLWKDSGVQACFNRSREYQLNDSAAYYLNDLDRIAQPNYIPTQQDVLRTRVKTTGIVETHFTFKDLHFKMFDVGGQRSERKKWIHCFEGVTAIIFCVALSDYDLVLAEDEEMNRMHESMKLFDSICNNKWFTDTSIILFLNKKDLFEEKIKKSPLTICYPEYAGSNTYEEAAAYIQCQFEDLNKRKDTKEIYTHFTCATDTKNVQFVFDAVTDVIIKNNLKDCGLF
GAA spleen mod = inhibits or activates alpha-glucosidase in human spleen homogenate | Potency, µM (highest dose often 79.9 µM), without a hit: top-dose activity change, negative = inhibition, usual class: inhibitors | human spleen homogenate, 4-MU-alpha-glucoside fluorescence | hit rate 0.006% among 240,000;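 further: 0% = enzyme with vehicle and -100% = no enzyme basal signal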
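Human spleen homogenate (1 ug) with 4-methylumbelliferyl-alpha-D-glucopyranoside (1 mM final) in 50 mM citrate/phosphate pH 5.0, 0.01% Tween-20; 40 min at 37 C. Stopped at pH 10; 4-MU fluorescence Ex 365/Em 440 nm; AC50 by Hill fit.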
SMN2 splice up = increases expression of the SMN2 splice variant. HEK293 SMN2-luciferase splicing reporter, luminescence, 30-36 h. Potency, µM (top dose mostly 46.1 µM), inactives show top-dose activity change, positive = activation, hits mostly activators. hit rate 2.8% among 210,000. AID 1458; further: % of control where 0% means no effect; nearly all actives have a fitted effect of over 55% in size
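HEK293 cells carry an SMN2 minigene-luciferase reporter in which exon 7 inclusion puts luciferase in frame. Cells were seeded at 2000 cells/well, attached for 10-12 hours, then exposed to compounds for 30-36 hours at 37C before ONE-Glo luminescence.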
GAA glycogen = inhibitors or activators of human alpha-glucosidase glycogen cleavage | Potency, µM (titrated, usually from 76.4 µM), for the others: at the highest dose activity change, negative = inhibition, most hits filed as inhibitors | P10253 | recombinant GAA, glycogen substrate, Amplex Red glucose oxidase fluorescence | hit rate 0.38% among 300,000;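 further: 0% = full enzyme reaction and -100% = no-enzyme basal signal; the screen sought inhibitors and activators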
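Recombinant human alpha-glucosidase (4 nM final) hydrolysed bovine liver glycogen (30 ug) for 40 min at 37 C in pH 5.0 citrate/phosphate with 0.01% Tween-20. Released glucose detected by glucose oxidase/Amplex Red, Ex 573/Em 610 nm. Compounds up to 77 uM; AC50 from Hill fits.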
KDM4E inh = JMJD2E (human) inhibition; B2RXH2; JMJD2E catalytic domain, FDH-coupled NADH fluorescence (FDH is formaldehyde dehydrogenase); Potency, µM (doses to about 57.1 µM), without a hit: top-dose activity change, negative = inhibition, actives largely listed as inhibitors; hit rate 1.6% among 230,000; active means well fitted inhibition curve with a large enough effect, not every such curve was filed as active; inconclusive means small, poorly fitted or top-dose-only effect, or another doubt; inactive means no such curve, though single readings can be large or run the other way;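 further: 0% = wells with enzyme and -100% = buffer wells without enzyme; nearly all actives have a fitted effect of over 50% in size; many of its hits are not listed in these tables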
Target sequence (B2RXH2 1-337 limits assumed): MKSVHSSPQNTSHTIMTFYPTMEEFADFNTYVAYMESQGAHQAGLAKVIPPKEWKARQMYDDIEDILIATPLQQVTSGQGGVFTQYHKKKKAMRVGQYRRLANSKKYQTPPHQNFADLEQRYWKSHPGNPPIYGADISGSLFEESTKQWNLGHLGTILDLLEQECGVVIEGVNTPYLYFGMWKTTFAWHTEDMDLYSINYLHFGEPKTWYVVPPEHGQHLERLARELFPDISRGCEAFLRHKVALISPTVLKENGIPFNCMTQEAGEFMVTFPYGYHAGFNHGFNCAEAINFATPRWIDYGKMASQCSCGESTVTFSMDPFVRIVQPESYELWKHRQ
Numbers without * were called inactive; ? = inconclusive; nt = not tested or not shown; & = joins results of further samples; [ ] = remark or other dose. Unless noted, the call rests on the fitted dose curve; in most records, active means well fitted curve in the direction sought with a large enough effect; inconclusive means small, poorly fitted or top-dose-only effect, or another doubt; inactive means no such curve, though single readings can be large; an effect the other way counts as inactive or inconclusive. Potency means the concentration at half of the fitted maximal effect.

Start of the listing, in advance (6 entries):
SMILES	GAA inh	ALDH1A1 block	GLA spleen mod	GoLoco inh red	GAA spleen mod	SMN2 splice up	GAA glycogen	KDM4E inh
CC(=O)c1ccc(N(C(=O)Cc2c[nH]c3ccccc23)C(C(=O)NC2CCCCC2)c2cccs2)cc1 (stereo not given)	?	-10%	2%	57%[activator]	3%	-6%	4%	-4%
C=CCOc1ccccc1CNCCc1ccc(S(N)(=O)=O)cc1	0%	-3%	-1%	4%	-4%	-41%	6%	-1%
CCOc1ccc(NS(=O)(=O)c2cc(NC(=O)c3ccc(C)cc3)ccc2Cl)cc1	-5%	?	-2%	12%	-1%	-68%[inhibitor]	2%	1%
CS(=O)(=O)Nc1cccc(-c2ccc3ncnc(NC4CC4)c3c2)c1	nt	7%	-4%	0%	-1%	nt	nt	nt
O=C(C1CC(c2cccc(Br)c2)=NO1)N1CCc2ccccc2C1 (stereo not given)	-21%	-6%	3%	7%	-9%	?	-2%	-3%
CCOc1ccc(OCCCCN(C)C)cc1	1%	?	9%	-1%	-11%	-2%	2%	?

All compounds of this part (from the top)
SMILES	GAA inh	ALDH1A1 block	GLA spleen mod	GoLoco inh red	GAA spleen mod	SMN2 splice up	GAA glycogen	KDM4E inh
CC(=O)c1ccc(N(C(=O)Cc2c[nH]c3ccccc23)C(C(=O)NC2CCCCC2)c2cccs2)cc1 (stereo not given)	?	-10%	2%	57%[activator]	3%	-6%	4%	-4%
C=CCOc1ccccc1CNCCc1ccc(S(N)(=O)=O)cc1	0%	-3%	-1%	4%	-4%	-41%	6%	-1%
CCOc1ccc(NS(=O)(=O)c2cc(NC(=O)c3ccc(C)cc3)ccc2Cl)cc1	-5%	?	-2%	12%	-1%	-68%[inhibitor]	2%	1%
CS(=O)(=O)Nc1cccc(-c2ccc3ncnc(NC4CC4)c3c2)c1	nt	7%	-4%	0%	-1%	nt	nt	nt
O=C(C1CC(c2cccc(Br)c2)=NO1)N1CCc2ccccc2C1 (stereo not given)	-21%	-6%	3%	7%	-9%	?	-2%	-3%
CCOc1ccc(OCCCCN(C)C)cc1	1%	?	9%	-1%	-11%	-2%	2%	?
CC1(C)CNC(=O)c2sc(NC(=O)c3ccccc3Cl)nc2C1	7%	13µM*	-1%	15%	2%	nt	8%	-7%
CN(C)c1ccc(-c2nccc(NCc3cccs3)n2)cc1	nt	?	6%	-3%	4%	nt	nt	nt
N#C/C(=C\C=C\c1ccccc1)C(=O)NCc1ccco1	7%	1%	7%	4%	3%	-14%	-3%	7%
Cc1ccc2c(c1)C(c1ccncc1)=NNC(c1cccnc1)=N2	9%	-9%	-7%	10%	0%	nt	-1%	4%
Cc1ccc(C(=O)c2cc([N+](=O)[O-])ccc2N2CCN(C)CC2)cc1	-5%	?	-2%	2%	-2%	2%	3%	0%
O=C(CN(Cc1ccco1)C(=O)c1cc(=O)[nH]c2ccccc12)Nc1ccccc1C(F)(F)F	0%	?	-14%	-9%	5%	-1%	-1%	?
Cc1[nH]cnc1CSCc1ccc(Cl)cc1	0%	5%	-6%	3%	-1%	-60%[inhibitor]	-1%	5%
CC1Cc2ccccc2N1CC(=O)NC(=O)NCc1ccco1 (stereo not given)	4%	?	0%	15%	2%	-2%	-9%	-16%
COc1ccc(CNC(=O)c2n[nH]c3ccccc23)cc1OC	-4%	4%	0%	12%	2%	-3%	-3%	1%
CC(=O)c1ccc(Oc2cc(-c3ccccc3)nc(-c3ccccc3)n2)cc1	-2%	0%	-2%	-6%	-18%	-12%	9%	4%
CON(c1nc(N(C)C)nc(N(C)C)n1)S(=O)(=O)c1ccccc1Cl	2%	-8%	-2%	-9%	-10%	1%	1%	?
CCOC(=O)C(=O)Nc1nnc(SCc2ccc(F)cc2)s1	2%	8%	6%	-1%	3%	7%	-8%	-11%
Cc1cc(C)cc(OCC(=O)Nc2ccc(N3CCCC3)cc2)c1	-5%	-12%	20%	21%	-21%	-16%	-4%	?
O=C(NCC1OCCc2ccccc21)C1COc2ccccc2O1 (stereo not given)	-2%	9%	-1%	4%	nt	1%	2%	8%
O=C(c1ccncc1)N1CCC2(CC1)CN(c1ncccn1)C2	nt	?	13%	6%	6%	1%	nt	nt
O=C(c1ccc(F)cc1)C1CCN(C(=S)Nc2ccccc2Cl)CC1	1%	-9%	4%	1%	0%	-31%[inhibitor]	-8%	1%
Cc1ccc(C(C)C)c(OCc2nn(CC(=O)c3ccc(OC(F)F)cc3)c3[n+]2CCCCC3)c1	-9%	2%	-7%	18%	-5%	-44%[inhibitor]	-19%	-13%
CS(=O)(=O)N(CC(=O)NCCSCc1c(F)cccc1Cl)c1cccc([N+](=O)[O-])c1	5%	?	0%	9%	-4%	-17%	5%	2%
CN(Cc1cn(C)nc1-c1ccc(Oc2ccccc2)cc1)CC1COCCO1 (stereo not given)	0%	-9%	-1%	5%	0%	nt	-4%	-1%
CC1=CN2C(=N)/C(=C\c3cn(CCCOc4ccccc4)c4ccccc34)C(=O)N=C2S1	-8%	-7%	6%	45%[activator]	1%	-11%	-2%	-6%
Cc1ccc(S(=O)(=O)N(CCO)c2cc3c(s2)CCCC3)cc1	-2%	?	-1%	-15%	-1%	-14%	-4%	-6%
O=C(NNc1ccnc2cc(Cl)ccc12)C1CCCCC1	6%	5%	-4%	13%	-18%	-71%[inhibitor]	-29%	-9%
O=C(NC1=NCCS1)c1cccs1	2%	-6%	3%	-3%	-23%	28µM*	-3%	-6%
CC(=O)C1=C(O)CCC1=N	2%	14%	5%	2%	2%	4%	-5%	9%
COc1ccc(/C=C(/NC(=O)c2ccco2)C(=O)N2CCc3ccccc32)cc1OC	nt	nt	1%	-4%	-2%	nt	9%	-4%
O=C(O)c1ccc(N2C(=O)CC(N3CCC(c4nc5ccccc5[nH]4)CC3)C2=O)cc1 (stereo not given)	-4%	32µM*	5%	-15%	5%	5%	-5%	4%
O=C(CN1CCC(NC(=O)c2ccccc2)CC1)NCc1ccccc1F	-4%	7%	3%	2%	-3%	5%	8%	-3%
COc1ccc(CCNC(=O)c2ccc(-c3ccc([N+](=O)[O-])cc3Cl)o2)cc1OC	-7%	-4%	-2%	10%	4%	-82%[inhibitor]	6%	-2%
COC(=O)Cn1c2ccc(F)cc2c2nc(C)sc21	2%	?	1%	0%	-1%	-11%	5%	4%
CNC(=O)c1sc(-c2ccccn2)nc1C	?	-19%	0%	2%	nt	10%	4%	?
Cc1cccc(C)c1Nc1oc(-c2ccccc2)nc1-c1cccc2ccccc12	nt	0%	-2%	3%	-9%	11%	nt	-3%
CCOc1cccc(-c2nn3c(-c4cc(C)[nH]n4)nnc3s2)c1	1%	5%	6%	3%	-1%	-6%	1%	1%
COc1ccccc1NC(=O)Cn1nnc(-c2ccccc2NC(=O)c2ccco2)n1	-3%	-16%	1%	-3%	-7%	13%	-1%	?
Cc1c(NC(=O)c2ccc(COc3ccc4ccccc4c3)o2)c(=O)n(-c2ccccc2)n1C	-6%	?	7%	-9%	-1%	-9%	-8%	-7%
Cc1[nH]nc2c1C1(CCOC1C)C(C#N)=C(N)O2 (stereo not given)	-2%	-4%	-8%	2%	-7%	24%	5%	11%
COc1ccc(NC(=O)CSc2nc3ccc(OC)cc3[nH]2)cc1	nt	nt	8%	-10%	3%	nt	0%	3%
COC[C@H]1O[C@@H](c2c(OC)cc(OC)cc2OC)[C@H](OC)[C@@H](OC)[C@@H]1OC	nt	6%	-6%	1%	11%	6%	nt	2%
CCCCCCCCCCCCCCC[C@@H](O)[C@H](CO)NC(=O)CCCCCCC	nt	-9%&-1%	3%&6%	8%&-1%	-2%&3%	5%&1%	nt	7%
Cc1cc(C)cc(NC(=O)CN2CCc3ccccc3C2)c1	-20%	-3%	-6%	-3%	-2%	-12%	-4%	-11%
COc1ccc(N(C(=O)C(C)C)S(=O)(=O)c2cccc3cccnc23)cc1	-4%	6%	3%	-3%	-8%	-4%	-3%	14%
O=C(O)CCC(=O)N1CCN(c2ccccn2)CC1	-5%	-11%	-9%	6%	0%	2%	-1%	?
CC(C)c1nnc(NC(=O)CCC(=O)NCc2ccc3c(c2)OCO3)s1	-8%	?	11%	6%	7%	-6%	4%	6%
COc1ccc(CCN2C(=O)C3CC(C)=C(C)CC3C2=O)cc1OC (stereo not given)	-6%	?	-2%	3%	-2%	-8%	-12%	10%

Reformatted: 6 of the compounds above.
| canonical_smiles | GAA inh | ALDH1A1 block | GLA spleen mod | GoLoco inh red | GAA spleen mod | SMN2 splice up | GAA glycogen | KDM4E inh |
| --- | --- | --- | --- | --- | --- | --- | --- | --- |
| CCCCCCCCCCCCCCC[C@@H](O)[C@H](CO)NC(=O)CCCCCCC | nt | -9%&-1% | 3%&6% | 8%&-1% | -2%&3% | 5%&1% | nt | 7% |
| Cc1cc(C)cc(NC(=O)CN2CCc3ccccc3C2)c1 | -20% | -3% | -6% | -3% | -2% | -12% | -4% | -11% |
| COc1ccc(N(C(=O)C(C)C)S(=O)(=O)c2cccc3cccnc23)cc1 | -4% | 6% | 3% | -3% | -8% | -4% | -3% | 14% |
| O=C(O)CCC(=O)N1CCN(c2ccccn2)CC1 | -5% | -11% | -9% | 6% | 0% | 2% | -1% | ? |
| CC(C)c1nnc(NC(=O)CCC(=O)NCc2ccc3c(c2)OCO3)s1 | -8% | ? | 11% | 6% | 7% | -6% | 4% | 6% |
| COc1ccc(CCN2C(=O)C3CC(C)=C(C)CC3C2=O)cc1OC (stereo not given) | -6% | ? | -2% | 3% | -2% | -8% | -12% | 10% |

This is a subset (hit frequency here may not be typical).
